# OX1R antag-1 – OX1R (human) antagonism; inhibition, % at 6.6 µM; 330,000 compounds, 1.8% hits; OX1R-expressing cells, FRET antagonist read-out; AID 485270; O43613; in the data active = inhibition mostly above about 38%, no sharp cut-off; inactive = mostly below about 40%;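 also: 0% = agonist challenge alone and 100% = reference antagonist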
# Target sequence (O43613 whole entry, looked up): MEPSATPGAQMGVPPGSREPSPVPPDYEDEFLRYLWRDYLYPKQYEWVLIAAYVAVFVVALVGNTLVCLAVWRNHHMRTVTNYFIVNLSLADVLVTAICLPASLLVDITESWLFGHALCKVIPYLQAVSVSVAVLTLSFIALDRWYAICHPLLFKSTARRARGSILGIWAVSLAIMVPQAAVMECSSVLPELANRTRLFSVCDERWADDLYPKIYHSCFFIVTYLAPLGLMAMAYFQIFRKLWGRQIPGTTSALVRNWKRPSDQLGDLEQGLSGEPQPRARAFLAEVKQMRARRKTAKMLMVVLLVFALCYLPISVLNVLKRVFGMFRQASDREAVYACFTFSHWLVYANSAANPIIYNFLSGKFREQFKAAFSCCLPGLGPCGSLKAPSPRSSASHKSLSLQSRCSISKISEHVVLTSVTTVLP
# OX1R antag-2 – blocks the human orexin 1 receptor; inhibition, % at 5 µM; 330,000 compounds, 0.43% hits; O43613; AID 434989; CHO/OX1R cells, Fluo-8 calcium fluorescence, orexin A;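 active = inhibition above its plate's threshold, mean inhibition of all tested compounds on the plate plus 3 SD, cut at about 37% in these data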;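 also: 0% = orexin A challenge wells and 100% = SB-334867-A antagonist wells; not every result past the cut was called active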
# * hit, by the source's call.
OX1R antag-1 | OX1R antag-2 | smiles
12 | -18 | CC(C)C(=O)Nc1cccc(C(=O)OCC(=O)c2ccc(Cl)cc2Cl)c1
3 | -11 | COc1ccc(S(N)(=O)=O)cc1C(=O)NCCCN1CCN(c2ccc(C)cc2)CC1
37 | 13 | COc1ccc(OC)c(S(=O)(=O)N2CCC(C(=O)Nc3cccc(C(F)(F)F)c3)CC2)c1
16 | -11 | COC(=O)c1ccc(N2CCOCC2)c(NC(=O)c2ccco2)c1
20 | -17 | Cc1ccc(NC(=O)CSc2nn(-c3ccc(Cl)cc3)c(=S)s2)cc1S(=O)(=O)N(C)C
31 | -16 | C1CN(c2nc3nonc3n3nnnc23)CCO1
1 | -4 | Cc1ccc2c(c1)C1CN(C)CCC1N2S(=O)(=O)c1cccc(C(F)(F)F)c1 (centres undefined)
19 | 5 | Cc1cccc(-n2ncc(Cl)c(Cl)c2=O)c1
9 | -10 | CCN(CC)C1CCN(C(=O)c2ccc(OC3CCN(CCc4ccccc4)CC3)cc2)C1 (centres undefined)
31 | -17 | O=c1[nH]c2ccccc2cc1-c1nnn(-c2ccc(Cl)c(Cl)c2)n1
13 | -9 | CSC(=NC#N)N1CCN(c2ccccc2)CC1
11 | -16 | O=C(c1ccc(S(=O)(=O)Nc2ccccc2)cc1)N1CCCC1
19 | -3 | O=S1(=O)CC/C(=N\Nc2ccc(F)cc2)c2ccsc21
11 | 4 | O=C(COc1ccccc1[N+](=O)[O-])N(Cc1cccc(Br)c1)C1CCS(=O)(=O)C1 (centres undefined)
4 | -14 | CCOC(=O)N1CCC(N(CCN(C)C)C(=S)Nc2cccc(SC)c2)CC1

# Complete entries as entered above. Screens in order: OX1R antag-1	OX1R antag-2
# C1CN(c2nc3nonc3n3nnnc23)CCO1 across the screens: 31	-16
# CSC(=NC#N)N1CCN(c2ccccc2)CC1 across the screens: 13	-9
# Cc1cccc(-n2ncc(Cl)c(Cl)c2=O)c1 across the screens: 19	5
# Cc1ccc2c(c1)C1CN(C)CCC1N2S(=O)(=O)c1cccc(C(F)(F)F)c1 (centres undefined) across the screens: 1	-4
# O=C(c1ccc(S(=O)(=O)Nc2ccccc2)cc1)N1CCCC1 across the screens: 11	-16

# The list goes on:
OX1R antag-1 | OX1R antag-2 | smiles
7 | 0 | COc1cccc(OCCNC(=O)c2cc(OC)c(OC)c(OC)c2)c1
21 | -11 | O=C(Nc1ccc2oc(-c3ccc4ccccc4c3)nc2c1)c1cccs1
33 | -36 | Cc1ccc(NC(=O)CN(C)C(=O)COC(=O)C(C)(C)Oc2ccc(Cl)cc2)cc1
15 | 5 | O=C(CCN1C(=O)/C(=C/c2ccc(F)cc2)SC1=S)NCCc1cnc[nH]1
31 | -22 | O=C(CNC(=O)c1ccc(Br)cc1)N=Nc1c(O)[nH]c2ccc([N+](=O)[O-])cc12
4 | -22 | Cc1cccnc1NC(=O)CCCNC(=O)c1ccc(Cl)cc1
11 | 0 | COc1ccc(NC(=O)CSCc2cc(=O)n3ccsc3n2)cc1
35 | -15 | O=C(Nc1ccc2c(c1)OCCO2)c1ccc(Cl)c([N+](=O)[O-])c1
4 | -11 | CC1CN(CC(=O)NC(C)c2ccccc2)CC(C)O1 (centres undefined)
9 | 8 | COc1cccc(NC(=O)C2=COCCO2)c1
8 | -19 | Clc1ccc(CNCC2CCCO2)c(Cl)c1 (centres undefined)
24 | -25 | CC1(C)Cc2c(sc3nc(SCC(=O)NCc4ccccc4)n(-c4ccccc4)c(=O)c23)CS1
27 | -30 | CCc1ccc(-c2ccc3nnc(SCC(=O)NCC4CCCO4)n3n2)cc1 (centres undefined)
19 | -23 | CC(=O)c1ccc(N2CCN(C(=O)c3ccc(OCc4c(C)noc4C)cc3)CC2)cc1
18 | -1 | O=C(CNc1ccc2c(c1)OCO2)N/N=C\c1cn(Cc2ccccc2)c2ccccc12

# (next part)
OX1R antag-1 | OX1R antag-2 | smiles
17 | -9 | CC(C)(C)C1CCC2(CC1)C(Nc1cccc(C(F)(F)F)c1)=NC(=S)N2CC#N (centres undefined)
-2 | -10 | O=C1CC(NC(=O)c2ccc(Cl)cc2)C(=O)N1 (centres undefined)
17 | -8 | CCCCn1c(=NC(C)=O)c(C#N)cc2c(=O)n3cccc(C)c3nc21
7 | -9 | O=C(Cn1nc(C(=O)O)c2ccccc2c1=O)Nc1cc(C(F)(F)F)ccc1-n1cncn1
10 | -1 | CC1(C)CC(=O)C=C(Nc2ccc(C(=O)O)cc2)C1
6 | -37 | Cc1cccc(OCC(=O)NNC(=O)CCN2CCN(c3ccccc3)CC2)c1C
4 | -20 | COc1cccc2c(C)cc(N3CCCCCC3)nc12
8 | 0 | CCc1nnc(NC(=O)c2ccc(-c3ccccc3F)o2)s1
10 | 13 | O=S(=O)(Nc1ncccn1)c1cc(Cl)ccc1Cl
-1 | -18 | Nc1ccc(Br)cc1Br
23 | -10 | Cc1ccc(S(=O)(=O)N2CCN(c3ccc(C(=O)N4CCOCC4)cc3[N+](=O)[O-])CC2)cc1
16 | -21 | COC(=O)c1c(C(=O)OC)c(-c2ccccc2)n2c1CS(=O)(=O)C2
34 | -14 | COc1cc(CCCN2C(=S)NC[C@@H]2CCCCN)cc(OC)c1OC
10 | 0 | CCN1CCC2(CC1)N=C(c1ccc(F)cc1)C(=S)N2C(=O)c1ccc(C(C)(C)C)cc1
1 | -2 | NC(=O)Nc1ccc(C(=O)N2CCN(S(=O)(=O)Cc3ccccc3)CC2)cc1

# Carrying on.
OX1R antag-1 | OX1R antag-2 | smiles
13 | 11 | Cc1ccc(SCc2nc3ccccc3n2CC(=O)Nc2ccc(Cl)cc2)cc1
9 | -4 | CC(Sc1nnc(-c2ccc(OC(F)F)cc2)n1N)C(=O)NCC1CCCO1 (centres undefined)
12 | -7 | COc1cc(NC(=S)N2CCN(C(=O)C3CCCO3)CC2)c(OC)cc1Cl (centres undefined)
18 | 20 | CCN(CC)CCCNC(=O)Cn1nc([N+](=O)[O-])c(Cl)c1C
15 | -19 | Cc1ccc(CN2C(=O)N/C(=C\c3ccc(N4CCOCC4)cc3)C2=O)cc1
7 | -2 | O=C(O)COc1ccc(NC(=O)c2ccco2)cc1
25 | -6 | COc1ccc(NC(=O)c2oc3ccc(S(=O)(=O)N4CCOCC4)cc3c2C)cc1
2 | -3 | CCOC(=O)C1C(c2ccccc2Cl)NC(=O)N(C)C1(O)C(F)(F)F (centres undefined)
15 | -35 | CCCCc1nc(NCCN2CCOCC2)c(C#N)c2c1COC(C)(C)C2
17 | -21 | CC(=O)c1c(-c2ccccc2)c2cc([N+](=O)[O-])ccc2[nH]c1=O
7 | 9 | COc1c(F)c(F)c(C(=O)O)c(Nc2ccc(C)cc2)c1F
9 | 3 | CC(OC(=O)c1ccccn1)C(=O)Nc1nc(-c2ccc(F)c(F)c2)cs1 (centres undefined)
4 | 0 | CC(=O)c1ccc(NC(=O)C(C)OC(=O)CCCN=C2NS(=O)(=O)c3ccccc32)cc1 (centres undefined)
18 | 17 | O=C(N/N=C/c1ccc2c(c1)OCO2)C1CC1
7 | -9 | COc1cccc(/C=C(/C(=O)OCC(=O)NC2CCCC(C)C2C)c2ccccc2)c1 (centres undefined)

# (next part)
OX1R antag-1 | OX1R antag-2 | smiles
9 | -17 | Cc1cccc2cc(COC(=O)C(C)C)c(=O)[nH]c12
7 | -9 | O=C(COc1ccc(F)cc1)NNC(=O)Cn1ccc(C(F)(F)F)n1
8 | -28 | CCN(CC)C1CCCCC1NS(=O)(=O)c1ccc(Cl)cc1 (centres undefined)
6 | -26 | O=C(CN1C(=O)NC2(CCc3ccccc32)C1=O)NCc1ccccc1Cl (centres undefined)
11 | -41 | COc1ccccc1OCc1ccc(C(=O)c2ccccc2)cc1
16 | -13 | OCCN(Cc1ccccc1)CC1CCCCC1
5 | -7 | CC1(C)CC(NC2C3CC4CC(C3)CC2C4)CC(C)(C)N1 (centres undefined)
2 | -24 | COc1ccc(Cl)cc1NC(=S)N1CCN(S(C)(=O)=O)CC1
4 | 2 | CC(=O)Nc1ccc(CCc2nc3ccccc3[nH]2)cc1
13 | -25 | COc1cc(OC)cc(C(=O)Nc2ccccc2C(=O)NC2CC2)c1
27 | 10 | Clc1ccc2[nH]cc(-c3nnnn3-c3ccccc3)c2c1
5 | -12 | O=c1[nH]c2c(s1)C(c1cccnc1)C1C3CCC(C3)C1S2 (centres undefined)
26 | -28 | Cc1nc2sc3c(c2c(=O)n1/N=C/c1cccnc1)CCCC3
0 | -1 | COc1ccc(C(N)=O)cc1N
15 | -42 | Cc1nc(/C=C/c2ccccc2)cc(/C=C/c2ccccc2)n1

# 3 compounds already listed, sorted by number of heavy atoms, falling:
OX1R antag-1 | OX1R antag-2 | smiles
7 | -9 | O=C(COc1ccc(F)cc1)NNC(=O)Cn1ccc(C(F)(F)F)n1
26 | -28 | Cc1nc2sc3c(c2c(=O)n1/N=C/c1cccnc1)CCCC3
5 | -12 | O=c1[nH]c2c(s1)C(c1cccnc1)C1C3CCC(C3)C1S2 (centres undefined)

# Structures shown so far that contain a CF3 group:
OX1R antag-1 | OX1R antag-2 | smiles
37 | 13 | COc1ccc(OC)c(S(=O)(=O)N2CCC(C(=O)Nc3cccc(C(F)(F)F)c3)CC2)c1
1 | -4 | Cc1ccc2c(c1)C1CN(C)CCC1N2S(=O)(=O)c1cccc(C(F)(F)F)c1 (centres undefined)
17 | -9 | CC(C)(C)C1CCC2(CC1)C(Nc1cccc(C(F)(F)F)c1)=NC(=S)N2CC#N (centres undefined)
7 | -9 | O=C(Cn1nc(C(=O)O)c2ccccc2c1=O)Nc1cc(C(F)(F)F)ccc1-n1cncn1
2 | -3 | CCOC(=O)C1C(c2ccccc2Cl)NC(=O)N(C)C1(O)C(F)(F)F (centres undefined)
7 | -9 | O=C(COc1ccc(F)cc1)NNC(=O)Cn1ccc(C(F)(F)F)n1

# (further entries)
OX1R antag-1 | OX1R antag-2 | smiles
6 | -9 | O=C(c1cccnc1)N1CCN(S(=O)(=O)c2ccc(Cl)cc2)CC1
9 | -22 | COc1cccc(NC(=O)COC(=O)c2c(F)cccc2Cl)c1
13 | -21 | CCOC(=O)c1cnc2cc(-c3ccc(C)cc3)nn2c1-c1ccccc1
14 | -8 | O=C1CC[C@@H](C(=O)N2CSC[C@H]2C(=O)O)N1
6 | -2 | Cc1ccc(CNS(=O)(=O)NCc2ccc(Cl)cc2)cc1
0 | -11 | Cc1ccc(C(=O)OCC(=O)Nc2ccccc2)cc1S(=O)(=O)N1CCCCC1
11 | -16 | CCc1cc(=O)oc2cc(C)cc(OC(C)C(=O)NCc3ccccn3)c12 (centres undefined)
47 | 38 | CN(Cc1c(C(=O)N/N=C/c2cccc(Cl)c2)nnn1-c1nonc1N)c1ccccc1
2 | -26 | COc1cc(/C=N/NC(=O)CCC(=O)Nc2ccc(F)cc2)ccc1O
9 | -28 | CCN(CC)C(=O)COc1c(-c2ccco2)oc2ccccc2c1=O
11 | -32 | Cc1ccc2nc(NNC(=O)c3ccc(S(=O)(=O)N4CCc5ccccc5C4)cc3)sc2c1
5 | -20 | Cc1cc(OCCCn2cnc3ccccc3c2=O)ccc1[N+](=O)[O-]
32 | -18 | O=C(CCCSc1nnnn1-c1cccc2ccccc12)c1ccc(F)cc1
8 | -24 | Cc1nn(-c2ccc(Cl)cc2)c2sc(C(=O)c3c(N)n(C)c(=O)n(C)c3=O)cc12
3 | -3 | Cc1ccc(C(=O)N/C(=C/c2ccco2)C(=O)N2CCCCCC2)cc1

# Following part:
OX1R antag-1 | OX1R antag-2 | smiles
20 | 6 | COc1ccc(CCNC(=O)c2ccc(N(C)S(=O)(=O)c3ccc(C)cc3)cc2)cc1
5 | -9 | COCc1nc2ccccc2n1Cc1cccc(C)c1
3 | -28 | CCOCCCNC(=O)c1cc2c(=O)n(CC)c3ccccc3c2s1
17 | -36 | Cc1ccc(CN2CCN(Cc3cnc(C)s3)CC2CCO)cc1 (centres undefined)
-2 | -3 | COc1cccc(OC)c1OCC(C)CNCC1CCCO1 (centres undefined)
10 | 18 | CCCCc1cc(=O)oc2c3c(cc(OCC(=O)N4CCC[C@H]4C(=O)O)c12)OC(C)(C)CC3
36 | -1 | COc1ccc(NC(=O)CC(C)CC(=O)NCc2ccccc2)c(OC)c1 (centres undefined)
-2 | -31 | O=C(NC(=S)Nc1ccc(S(=O)(=O)Nc2ncccn2)cc1)c1cccc(Br)c1
47 | 3 | COc1cc(C(=O)NCc2ccc(-c3nc4ccccc4s3)cc2)cc(OC)c1OC
8 | -17 | Cn1c(=O)[nH]c(=O)c2c1nc(NN)n2CCOc1ccccc1
0 | -8 | CCN1CCN(CCCNC(=O)CCC(=O)N2CCOc3ccc(Cl)cc32)CC1
19 | -15 | Cc1cc(C)c(OCC(=O)Nc2ccccn2)c([N+](=O)[O-])c1
-9 | -13 | O=C(Nc1cc(S(=O)(=O)Nc2ccc(Cl)cc2)ccc1O)c1ccc(S(=O)(=O)N2CCCCCC2)cc1
2 | 1 | O=C(O)c1cc(S(=O)(=O)Nc2ccc3cn[nH]c3c2)ccc1Br
34 | -18 | COc1cccc2c1C(=O)CC1C2CCC2CC(=O)CCC21C (centres undefined)

# (list continues)
OX1R antag-1 | OX1R antag-2 | smiles
6 | -16 | CC(=O)c1cccc(N(C(=O)CNC(=O)c2ccco2)C(C(=O)NCC2CCCO2)c2ccccc2)c1 (centres undefined)
10 | 4 | O=C(COC(=O)c1ccc(O)cc1)Nc1ccc(Cl)cc1
5 | -4 | CN(CC(=O)Nc1ccc(F)cc1)C(=O)COC(=O)CN1C(=O)NC2(CCCC2)C1=O
20 | -25 | CC(=O)N1CCc2c(sc(NC(=O)CCS(=O)(=O)c3ccc(C)cc3)c2C#N)C1
8 | -1 | CCN1CCN(C(=O)CCc2nc3ccccc3c(=O)[nH]2)CC1
5 | -8 | NNC(=O)c1ccc(Cn2cc(Cl)cn2)o1
12 | -16 | O=C(Nc1ccccc1N1CCCC1)c1ccccc1Cl
18 | -9 | O=C(Nc1cc([N+](=O)[O-])ccc1N1CCOCC1)c1cccs1
19 | -33 | CCCc1nc2ccccc2n1Cc1ccccc1OC

# Source: PubChem BioAssay (The Scripps Research Institute Molecular Screening Center)
